GPR151 ag: human GPR151 activation; Q8TDV0; PathHunter beta-arrestin GPR151 cells, luminescence; activation, % at 11.2 µM; 1% of 650,000 active; AID 1508602; in the data active means activation above about 4.9%;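 further: 0% = median of compound wells and 100% = cells with positive control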
FBW7 act: activators of human E3 ligase FBW7. Q969H0. AlphaScreen FBW7–phospho-cyclin E peptide binding, activator screen. normalized activity (activation), % at 26.1 µM. 0.13% of 650,000 active; in the data active means normalized activity above about 1.9%;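 further: purified mutant Fbw7 with reduced substrate affinity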
Target sequence (Q969H0 whole entry, looked up): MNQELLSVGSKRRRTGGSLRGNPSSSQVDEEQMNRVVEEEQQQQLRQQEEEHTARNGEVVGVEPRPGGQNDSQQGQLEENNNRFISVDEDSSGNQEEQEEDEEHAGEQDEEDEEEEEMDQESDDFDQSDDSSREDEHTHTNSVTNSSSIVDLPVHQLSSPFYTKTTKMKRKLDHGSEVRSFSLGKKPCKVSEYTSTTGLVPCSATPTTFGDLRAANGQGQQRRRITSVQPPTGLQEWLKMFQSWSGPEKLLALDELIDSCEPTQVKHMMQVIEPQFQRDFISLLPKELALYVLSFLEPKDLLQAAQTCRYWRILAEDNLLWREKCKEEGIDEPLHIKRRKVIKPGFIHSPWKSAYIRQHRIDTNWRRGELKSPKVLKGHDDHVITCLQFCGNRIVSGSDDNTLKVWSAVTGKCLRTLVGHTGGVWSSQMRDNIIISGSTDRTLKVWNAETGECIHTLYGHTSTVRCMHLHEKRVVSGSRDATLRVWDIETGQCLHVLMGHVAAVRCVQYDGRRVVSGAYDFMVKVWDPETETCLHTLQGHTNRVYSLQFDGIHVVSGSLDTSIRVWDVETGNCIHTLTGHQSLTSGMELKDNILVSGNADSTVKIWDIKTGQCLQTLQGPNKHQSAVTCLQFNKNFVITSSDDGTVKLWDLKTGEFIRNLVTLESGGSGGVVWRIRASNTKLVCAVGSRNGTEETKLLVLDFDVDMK
TEAD-YAP block: TEAD-YAP interaction inhibition; HEK-TIYL cells, TEAD-Gal4/YAP UAS-luciferase luminescence; inhibition, % at 9.12 µM; 1.4% of 640,000 active; AID 1259422; in the data active means inhibition above about 32%;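 further: 0% = median of test compound wells and 100% = reference inhibitor wells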
MITF inh: blocks human microphthalmia-associated transcription factor; O75030; AlphaScreen MITF homodimerization, bead proximity signal; AID 1259374; 0.91% of 650,000 active; inhibition, % at 2.6 µM; in the data active means inhibition above about 50%;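 further: 0% = vehicle wells with protein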
Numbers without * were called inactive. The order is random; about 3.4% have a hit in one of these screens.

How did CCCCCCNC(=O)CSc1nccn1Cc1ccccc1 do in these assays?
GPR151 ag: 0.0; FBW7 act: 0.0; TEAD-YAP block: -3; MITF inh: -2

Results for CC(=O)c1ccc(OCC(=O)NCC2CCCO2)cc1 (stereo not given) ?
GPR151 ag: 2.3; FBW7 act: 0.1; TEAD-YAP block: 0; MITF inh: -1

Results for O=C(O)c1cccc(-n2ncc3cc(Nc4ccccc4)ccc32)c1 ?
GPR151 ag: 1.2; FBW7 act: 0.1; TEAD-YAP block: -55; MITF inh: -5

Results for O=C(NCCOc1ccccc1)c1cc(-c2ccccc2)nc2c(Br)cc(Br)cc12 ?
GPR151 ag: -0.5; FBW7 act: -0.1; TEAD-YAP block: -1; MITF inh: -7

What do the screens show for `Cn1c(=O)c2ncn(CC(=O)N/N=C/c3cc(Cl)ccc3O)c2n(C)c1=O`?
GPR151 ag: 1.7; FBW7 act: -0.7; TEAD-YAP block: 8; MITF inh: 42

Results for CCCCN(CCCC)c1ncnc2c1sc1nc3c(cc12)COC(C)(C)C3 ?
GPR151 ag: 2.0; FBW7 act: -0.2; TEAD-YAP block: -5; MITF inh: 2

What do the screens show for `COC(=O)C1=CN(Cc2ccc(OC)c(OC)c2)C=C(C(=O)OC)C1c1cccc(OCc2ccccc2)c1`?
GPR151 ag: -0.8; FBW7 act: 0.4; TEAD-YAP block: 55*; MITF inh: -13

Results for COc1ccc(/C=C/C(=O)O)cc1S(=O)(=O)Nc1cccc(C(=O)O)c1 ?
GPR151 ag: -0.5; FBW7 act: 0.0; TEAD-YAP block: 5; MITF inh: 18

How did COc1cccc(CSc2nc(CC(=O)N3CCc4ccccc43)cc(=O)[nH]2)c1 do in these assays?
GPR151 ag: -0.7; FBW7 act: -0.1; TEAD-YAP block: 1; MITF inh: -1

How did C/C(N)=C(/C#N)C(=O)COC(=O)c1cccc(C)c1O do in these assays?
GPR151 ag: -1.0; FBW7 act: 0.2; TEAD-YAP block: 10; MITF inh: 9

What do the screens show for `C=CCOC(=O)C1=C(C)N=C2SCCC(=O)N2C1c1ccc(F)cc1` (stereo not given)?
GPR151 ag: -1.0; FBW7 act: 0.2; TEAD-YAP block: 22; MITF inh: 8

What do the screens show for `O=C(O)COc1ccc2c(=O)c(-c3ccc4c(c3)OCCO4)coc2c1`?
GPR151 ag: -0.3; FBW7 act: 0.1; TEAD-YAP block: 28; MITF inh: -18

What do the screens show for `COc1cc(N=Cc2c(O)n(-c3ccccc3F)c(=O)[nH]c2=O)cc(OC)c1`?
GPR151 ag: 1.3; FBW7 act: 0.4; TEAD-YAP block: -23; MITF inh: 12

How did CC1(c2ccccc2Br)NC(=O)NC1=O (stereo not given) do in these assays?
GPR151 ag: -0.5; FBW7 act: 0.1; TEAD-YAP block: -6; MITF inh: 10

How did CCOC(=O)c1c(C)oc2ccc(OC(C)C(=O)OCC)cc12 (stereo not given) do in these assays?
GPR151 ag: -0.4; FBW7 act: 0.2; TEAD-YAP block: 0; MITF inh: -4

Results for O=C(NC(=S)Nc1ccc([N+](=O)[O-])cc1)c1cccs1 ?
GPR151 ag: -0.2; FBW7 act: -0.3; TEAD-YAP block: -2; MITF inh: -7

What do the screens show for `Cc1nn(C)c(C)c1C(C)NC(=O)C1CC(C(c2ccccc2)c2ccccc2)=NO1` (stereo not given)?
GPR151 ag: 3.9; FBW7 act: -0.1; TEAD-YAP block: -25; MITF inh: 9

How did CN(C(=O)CCNC(=O)Cn1ccc2ccccc2c1=O)c1ccc(Br)cc1 do in these assays?
GPR151 ag: -0.2; FBW7 act: 0.1; TEAD-YAP block: 12; MITF inh: -10

Results for CSc1nnc(C)c(=O)n1COC(=O)c1ccc(Br)o1 ?
GPR151 ag: -1.0; FBW7 act: 0.1; TEAD-YAP block: 0; MITF inh: 2

Results for Cc1ccc(NC(=O)c2cc3ccccn3n2)cc1C ?
GPR151 ag: -2.3; FBW7 act: 0.2; TEAD-YAP block: -37; MITF inh: 2

The closing 3 records of the part above open the next one:
How did CN(C(=O)CCNC(=O)Cn1ccc2ccccc2c1=O)c1ccc(Br)cc1 do in these assays?
GPR151 ag: -0.2; FBW7 act: 0.1; TEAD-YAP block: 12; MITF inh: -10

Results for CSc1nnc(C)c(=O)n1COC(=O)c1ccc(Br)o1 ?
GPR151 ag: -1.0; FBW7 act: 0.1; TEAD-YAP block: 0; MITF inh: 2

Results for Cc1ccc(NC(=O)c2cc3ccccn3n2)cc1C ?
GPR151 ag: -2.3; FBW7 act: 0.2; TEAD-YAP block: -37; MITF inh: 2

How did Cc1nnc(NC(=O)C2CC(=O)N(C3CCCCC3)C2)s1 (stereo not given) do in these assays?
GPR151 ag: -1.2; FBW7 act: -0.1; TEAD-YAP block: -3; MITF inh: -22

What do the screens show for `COc1ccccc1N1CCN(C(=O)Cc2ccc(Br)cc2)CC1`?
GPR151 ag: 0.4; FBW7 act: -0.2; TEAD-YAP block: -24; MITF inh: 20

How did c1ccc(N=C(CSc2nncs2)Nc2ccccc2)cc1 do in these assays?
GPR151 ag: 0.2; FBW7 act: 0.0; TEAD-YAP block: -18; MITF inh: 0

What do the screens show for `Cc1ccccc1-n1c(/C=C2\C(=O)N(Cc3ccccc3)c3ccccc32)nc2ccccc2c1=O`?
GPR151 ag: -0.8; FBW7 act: 0.0; TEAD-YAP block: 12; MITF inh: 7

Results for CCS(=O)(=O)N1Cc2ccccc2CC1C(=O)N=c1sc2ccccc2n1C (stereo not given) ?
GPR151 ag: 1.4; FBW7 act: -0.1; TEAD-YAP block: 14; MITF inh: -1

How did COCCCN1C(=O)/C(=C\c2ccc(OC)cc2OC)C(C(=O)OC)=C1C do in these assays?
GPR151 ag: 1.5; FBW7 act: 0.0; TEAD-YAP block: 0; MITF inh: 6

How did CC(C)NC(=O)C(=O)NCC1OCCCN1S(=O)(=O)c1ccc(Cl)cc1 (stereo not given) do in these assays?
GPR151 ag: 0.8; FBW7 act: -0.1; TEAD-YAP block: -12; MITF inh: -6

How did NC1CCOc2ccccc21 (stereo not given) do in these assays?
GPR151 ag: -0.3; FBW7 act: -0.1; TEAD-YAP block: -4; MITF inh: 12

What do the screens show for `COc1cc(NS(=O)(=O)c2ccc(N3C(=O)c4c(Cl)c(Cl)c(Cl)c(Cl)c4C3=O)cc2)ncn1`?
GPR151 ag: 1.1; FBW7 act: -0.2; TEAD-YAP block: 0; MITF inh: -13

Results for CCCCN(C)c1nnc(NC(=O)Nc2cc(Cl)c(OC)cc2OC)s1 ?
GPR151 ag: 3.7; FBW7 act: -0.1; TEAD-YAP block: 0; MITF inh: 3

Results for NC(=O)NC(=O)CSc1nc(-c2ccccc2)c(-c2ccccc2)n1CC1CCCO1 (stereo not given) ?
GPR151 ag: -0.7; FBW7 act: 0.1; TEAD-YAP block: -8; MITF inh: 6

Results for Oc1oc(-c2ccc(Cl)cc2)nc1C=Nc1cccc2ccccc12 ?
GPR151 ag: 0.4; FBW7 act: 0.7; TEAD-YAP block: -2; MITF inh: 0

What do the screens show for `CCCOC(=O)c1ccc(NC(=O)COc2ccc(Cl)cc2)cc1`?
GPR151 ag: -3.0; FBW7 act: 0.6; TEAD-YAP block: 6; MITF inh: 0

Results for COC(=O)C1=C(C(=O)OC)[C@@H]2N(C)c3ccccc3[C@@]23CCC(=O)N(CC(C)C)C3=N1 ?
GPR151 ag: 0.2; FBW7 act: 0.0; MITF inh: -9

What do the screens show for `COCc1c(CSSCc2cnc(C)c(O)c2COC)cnc(C)c1O`?
GPR151 ag: 0.1; FBW7 act: 0.9; TEAD-YAP block: 5; MITF inh: -1

How did COC(=O)c1cc(-c2ccc(OC)cc2)nc2ccc(C)cc12 do in these assays?
GPR151 ag: -1.0; FBW7 act: 0.3; TEAD-YAP block: -5; MITF inh: -16

What do the screens show for `COc1ccccc1CNS(=O)(=O)c1c(C)[nH]c(=O)[nH]c1=O`?
GPR151 ag: 0.0; FBW7 act: 0.4; TEAD-YAP block: 5; MITF inh: 12

What do the screens show for `Cc1ccc(N(Cc2ccc(C(=O)NC3CC3)cc2)S(C)(=O)=O)cc1C`?
GPR151 ag: 1.0; FBW7 act: -0.2; TEAD-YAP block: -2; MITF inh: -7

What do the screens show for `O=S(=O)(Cc1ccccc1Cl)Nc1ccc(F)cc1`?
GPR151 ag: -0.6; FBW7 act: 0.1; TEAD-YAP block: 10; MITF inh: 16

Results for Cc1ccc(-c2nn3c(-c4ccncc4)nnc3s2)cc1C ?
GPR151 ag: -0.5; FBW7 act: -0.1; TEAD-YAP block: 10; MITF inh: 4

Pulled one by one from the entries so far:
What do the screens show for `COc1ccccc1N1CCN(C(=O)Cc2ccc(Br)cc2)CC1`?
GPR151 ag: 0.4; FBW7 act: -0.2; TEAD-YAP block: -24; MITF inh: 20

What do the screens show for `CCCOC(=O)c1ccc(NC(=O)COc2ccc(Cl)cc2)cc1`?
GPR151 ag: -3.0; FBW7 act: 0.6; TEAD-YAP block: 6; MITF inh: 0

(list continues)
Results for O=[N+]([O-])c1ccc(N2CCCC2)cc1NN=C1C2CC3CC1CC(O)(C3)C2 ?
GPR151 ag: 2.0; FBW7 act: -0.4; TEAD-YAP block: -6; MITF inh: -6

How did Cc1nn(C)cc1CN1CCN(CC(C)C)C(CCO)C1 (stereo not given) do in these assays?
GPR151 ag: -1.5; FBW7 act: 0.0; TEAD-YAP block: -4; MITF inh: -7

Results for CCCN(CCC)C(=O)CCS(=O)(=O)c1cccc2nsnc12 ?
GPR151 ag: 0.2; FBW7 act: -0.1; TEAD-YAP block: 0; MITF inh: 2

Results for Cc1cccc(NC(=O)c2cc(S(=O)(=O)N3CCN(c4cccc(C)c4C)CC3)ccc2F)c1C ?
GPR151 ag: -0.2; FBW7 act: -0.3; TEAD-YAP block: -7; MITF inh: -7

Results for O=C(Cc1cn(-c2ccc(Nc3ccc(C(F)(F)F)cc3)nn2)c2ccccc12)NC1CCN(Cc2ccccc2)CC1 ?
GPR151 ag: 0.2; FBW7 act: 0.2; TEAD-YAP block: -10; MITF inh: 13

How did CNC(=O)COc1ccccc1C(N)=O do in these assays?
GPR151 ag: -2.0; FBW7 act: 0.0; TEAD-YAP block: 5; MITF inh: -2

Results for Cc1ccc(N2C(=O)CC(Cc3ccccc3)C2=O)cc1C (stereo not given) ?
GPR151 ag: 1.7; FBW7 act: -0.4; TEAD-YAP block: -1; MITF inh: 3

How did Cc1ccc(CN2C(=O)CN(C3CCCC3)C(=O)C2c2ccc(F)cc2)cc1 (stereo not given) do in these assays?
GPR151 ag: 0.3; FBW7 act: -0.1; TEAD-YAP block: 1; MITF inh: 4

What do the screens show for `Cc1nnc(SCC(=O)Nc2ccccc2)n(N)c1=O`?
GPR151 ag: -0.6; FBW7 act: -0.4; TEAD-YAP block: 3; MITF inh: -4

What do the screens show for `O=C(c1nc2ncccn2n1)N1CCc2ccccc2C1`?
GPR151 ag: 2.5; FBW7 act: -0.1; TEAD-YAP block: -2; MITF inh: 7

How did Cc1ccc2nc(-c3ccccc3C)oc(=O)c2c1 do in these assays?
GPR151 ag: -0.9; FBW7 act: 0.0; TEAD-YAP block: 10; MITF inh: 10

Results for CC(C)(C)c1ccc(OCC(=O)N/N=C/c2cc([N+](=O)[O-])cc([N+](=O)[O-])c2O)cc1 ?
GPR151 ag: -0.4; FBW7 act: -0.3; TEAD-YAP block: 0; MITF inh: 12

Results for Cc1cccc(C)c1-n1nnnc1C(CC(C)C)N(C)C (stereo not given) ?
GPR151 ag: -0.7; FBW7 act: 1.4; TEAD-YAP block: 14; MITF inh: 12

What do the screens show for `Cc1ccc(C)c(S(=O)(=O)Nc2ccc(C(=O)N3CCN(Cc4ccccc4)CC3)cc2)c1`?
GPR151 ag: -1.4; FBW7 act: 0.0; TEAD-YAP block: 6; MITF inh: 13

How did Cc1ccccc1C(=O)Nn1c(-c2ccc(F)cc2)nc2ccccc2c1=O do in these assays?
GPR151 ag: -0.7; FBW7 act: 0.0; TEAD-YAP block: -4; MITF inh: -8

How did O=C(CN1C(=O)c2ccccc2C1=O)OCc1cccc(Br)c1 do in these assays?
GPR151 ag: -0.5; FBW7 act: 0.1; TEAD-YAP block: 6; MITF inh: 4

What do the screens show for `Cc1cnc(Nc2ccc(-n3ccnc3)cc2)nc1NC1CC1`?
GPR151 ag: -0.8; FBW7 act: -0.1; TEAD-YAP block: 1; MITF inh: 14

Results for CCCCn1nnnc1SCC(=O)N1CCCC1 ?
GPR151 ag: -0.3; FBW7 act: 0.1; TEAD-YAP block: -5; MITF inh: 5

Results for Cc1ccc(S(=O)(=O)N(C)c2ccc(OCC(=O)Nc3ccc(C)cc3C)cc2)cc1 ?
GPR151 ag: -0.8; FBW7 act: 0.0; TEAD-YAP block: 3; MITF inh: -9

What do the screens show for `Cc1ccc(CNC(=O)CN(c2cc(C(F)(F)F)ccc2Cl)S(C)(=O)=O)cc1`?
GPR151 ag: 2.0; FBW7 act: -0.1; TEAD-YAP block: -10; MITF inh: -6

What do the screens show for `COc1cccc(-c2cc(C(=O)N3CCCC3)c3ccccc3n2)c1`?
GPR151 ag: 2.3; FBW7 act: -0.1; TEAD-YAP block: 7; MITF inh: -11

Results for COC(=O)c1ccccc1-c1ccc(/C=C2/NC(=O)N(Cc3ccccc3F)C2=O)o1 ?
GPR151 ag: 0.1; FBW7 act: 0.2; TEAD-YAP block: -10; MITF inh: 23

High-throughput results (PubChem)
